# Bioassay records (PubChem)
# NPC1 promoter act – activators of NPC1 promoter. 320,000 compounds, 2.4% hits. Huh7 NPC1 promoter luciferase reporter, 24 h. Potency, µM (titrated, usually from 9.22 µM), inactives show top-dose activation, usual class: activators;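 also: % of control where 0% means no effect; nearly all actives have a fitted effect of over 60% in size; reporter is driven by a mutant NPC1 promoter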
#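 Quantitative HTS used a cell-based reporter: Huh7 cells stably bearing the NPC1 promoter upstream of luciferase were treated with compounds for 24 h, and promoter activation was read as luminescence.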
# FLuc counter – inhibits or activates purified firefly luciferase, miR-21 counter-screen | P08659 | purified FLuc, Km substrates, luminescence inhibition | Potency, µM (highest dose often 57.5 µM), for inactives: at the highest dose activity change, negative = inhibition, hits mostly inhibitors | 360,000 compounds, 6.9% hits;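 also: plate controls were vehicle for no effect and reference inhibitor for full effect; nearly all actives have a fitted effect of over 55% in size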
#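 Biochemical qHTS of compounds, final roughly 60 µM downward over six points, against 10 nM purified firefly luciferase using Km concentrations of substrates (10 uM D-luciferin, 10 uM ATP) in Tris acetate pH 7.5 buffer; luminescence output.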
# ELG1 genotoxic – induces genotoxicity in HEK293T cells with luciferase-tagged ELG1 | 330,000 compounds, 1.3% hits | Potency, µM (titrated, usually from 46 µM), inactives show at the highest dose activity change, positive = activation, usual class: activators | HEK293T ELG1-luciferase reporter, luminescence, 16 h | AID 504466; also: % of control where 0% means no effect; nearly all actives have a fitted effect of over 60% in size
#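 Genotoxicity was scored as increased ELG1-luciferase reporter signal, measured by ONE-Glo luminescence (30 min, room temperature). Compound or vehicle exposure of the HEK293T reporter cells lasted 16 hr at 37°C.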
# MBNL1 CUG block – inhibitors of human MBNL1 binding to CUG repeat RNA | Potency, µM (doses to about 57.5 µM), inactives show top-dose activity change, negative = inhibition, hits mostly inhibitors | Q9NR56 | TR-FRET MBNL1-His/biotin-(CUG)12 binding, 665/545 ratio | 280,000 compounds, 0.036% hits; active = well fitted inhibition curve with a large enough effect in the signal ratio, with a control signal flat, not every such curve was filed as active; inconclusive = small, poorly fitted or top-dose-only effect, or effect the other way, or a change in a side signal; inactive = no such curve, though single readings can be large or run the other way; the % refers to the signal ratio; also: % is scaled to controls: 0 for no effect and ±100 for the full control effect
# Target sequence (Q9NR56 whole entry, looked up): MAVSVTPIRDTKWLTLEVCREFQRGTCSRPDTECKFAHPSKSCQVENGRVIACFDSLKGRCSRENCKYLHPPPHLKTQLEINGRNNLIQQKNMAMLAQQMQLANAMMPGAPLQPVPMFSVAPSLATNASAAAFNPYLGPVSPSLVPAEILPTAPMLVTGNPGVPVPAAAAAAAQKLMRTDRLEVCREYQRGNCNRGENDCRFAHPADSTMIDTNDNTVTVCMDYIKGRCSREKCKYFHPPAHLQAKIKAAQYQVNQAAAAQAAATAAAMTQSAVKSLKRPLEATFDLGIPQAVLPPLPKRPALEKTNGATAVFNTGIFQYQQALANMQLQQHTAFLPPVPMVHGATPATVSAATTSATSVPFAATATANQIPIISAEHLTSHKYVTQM
#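 Ratiometric TR-FRET (665 over 545 nm, excitation 340 nm) tracks disruption of MBNL1-His/biotin-(CUG)12 complex after 60 min at room temperature, with compounds at 92 nM to 58 uM final.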
# VP16 counter – counter-screen for ROR gamma inhibitors: Gal4-VP16 reporter; 310,000 compounds, 3.5% hits; Potency, µM (doses to about 53.6 µM), inactives show at the top dose activity, negative = inhibition, usual class: inhibitors; Drosophila S2 Gal4-VP16 UAS-luciferase, luminescence, 20 h;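 also: Gal4-VP16 expression switched on by copper sulfate through the metallothionein promoter; % is scaled to controls: 0 for no effect and ±100 for the full control effect; nearly all actives have a fitted effect of over 50% in size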
# p53 reactivator – mutant p53 re-activation in reporter cells; H1299 p53-A138V BP100-luciferase reporter, luminescence, 24 h; Potency, µM (highest dose often 92.2 µM), without a hit: top-dose activity change, positive = activation, most hits filed as activators; 320,000 compounds, 0.063% hits; AID 504706; also: % of control where 0% means no effect; nearly all actives have a fitted effect of over 45% in size
#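 H1299 (p53-null), stable ts p53-A138V + BP100-Luc; 1000 cells/well, Opti-MEM/10% FBS; cpd 4 pt, 1:5; 24 h, 37 deg C, 5% CO2; detection reagent 10 min RT; luminescence.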
# RORg inh – ROR gamma (mouse) transcription inhibition | Drosophila S2 Gal4-RORgamma UAS-luciferase reporter, 20 h | P51450 | Potency, µM (top dose mostly 53.6 µM), inactives show at the top dose activity change, negative = inhibition, hits mostly inhibitors | 310,000 compounds, 5.4% hits; also: % is scaled to controls: 0 for no effect and ±100 for the full control effect; nearly all actives have a fitted effect of over 60% in size
# Target sequence (P51450 whole entry, looked up, the tested form may be a part): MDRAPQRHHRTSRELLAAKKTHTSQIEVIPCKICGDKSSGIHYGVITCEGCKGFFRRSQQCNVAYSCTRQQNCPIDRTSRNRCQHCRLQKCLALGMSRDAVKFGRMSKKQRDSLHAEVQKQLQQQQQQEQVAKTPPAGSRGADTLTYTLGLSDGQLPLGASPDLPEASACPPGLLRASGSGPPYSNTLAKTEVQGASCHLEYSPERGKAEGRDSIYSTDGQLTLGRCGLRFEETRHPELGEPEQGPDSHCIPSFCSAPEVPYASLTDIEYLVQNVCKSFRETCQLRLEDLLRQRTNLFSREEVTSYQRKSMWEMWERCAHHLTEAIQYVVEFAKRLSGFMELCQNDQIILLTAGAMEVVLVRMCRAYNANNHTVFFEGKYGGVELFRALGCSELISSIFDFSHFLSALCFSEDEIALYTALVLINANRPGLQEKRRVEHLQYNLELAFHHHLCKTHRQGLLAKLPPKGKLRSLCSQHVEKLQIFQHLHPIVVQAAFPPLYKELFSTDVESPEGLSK
#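 A Gal4/UAS one-hybrid system in insect cells: metallothionein-promoter Gal4–ROR gamma fusion plus Photinus luciferase reporter. Copper sulfate 700 uM final, 20 hr ambient incubation, luminescent detection after 10 min with reagent.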
# uPA generation – inhibitors of cell surface uPA generation | cell surface uPA generation assay, qHTS | Potency, µM (doses to about 38.3 µM), inactives show at the highest dose activity change, negative = inhibition, hits mostly inhibitors | 330,000 compounds, 0.31% hits; active = well fitted inhibition curve with a large enough effect; inconclusive = small, poorly fitted or top-dose-only effect; inactive = no such curve, though single readings can be large or run the other way; tested in mouse RAW 264.7 cells; also: % is scaled to controls: 0 for no effect and ±100 for the full control effect; nearly all actives have a fitted effect of over 55% in size
# BRCA1 expr act – BRCA1 expression activation; MCF7-BRCA1-FFLuc reporter, luminescence, 48 h; response scale: scaled: vehicle 0%, 10 µM genistein 100%; Potency, µM (titrated, usually from 46.1 µM), for inactives: top-dose activation, actives largely listed as activators; 380,000 compounds, 1.1% hits; also: nearly all actives have a fitted effect of over 80% in size; some results filed as inactive show a strong effect at the top dose
#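 Using MCF7 cells harboring a BRCA1 firefly luciferase reporter, plated 2 h before compound pinning, the screen measured luminescence after 48 h incubation. Responses were normalized to DMSO and 10 microM genistein, then fitted for concentration-effect.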
# Rab9 prom act – activators of Rab9 promoter; Huh7 Rab9 promoter-luciferase reporter, luminescence, 24 h; 320,000 compounds, 2.8% hits; Potency, µM (series often up to 9.22 µM), for the others: at the highest dose activation, negative = inhibition, actives largely listed as activators; also: % of control where 0% means no effect; nearly all actives have a fitted effect of over 60% in size
#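 Promoter activation is measured as luciferase luminescence in Huh7 cells stably transfected with a Rab9 promoter–luciferase construct, following 24 h compound exposure at 37 °C and 10 min reagent incubation at ambient temperature.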
# Numbers without * were called inactive; ? = inconclusive; / = not tested or not shown; & = joins results of further samples; [ ] = another dose, or the depositor's remark. Unless noted, calls follow the shape of the dose curve; as a rule, active = well fitted curve in the direction sought with a large enough effect; inconclusive = small, poorly fitted or top-dose-only effect, or another doubt; inactive = no such curve, though single readings can be large; an effect the other way counts as inactive or inconclusive. Potency is read from the fitted curve at half-maximal effect.
SMILES,NPC1 promoter act,FLuc counter,ELG1 genotoxic,MBNL1 CUG block,VP16 counter,p53 reactivator,RORg inh,uPA generation,BRCA1 expr act,Rab9 prom act
NC(=O)c1ccc(NC(=O)Cc2ccc(S(=O)(=O)N3CCCCC3)cc2)cc1,3%,5%,14%,/,/,-5%,/,-3%,-34%,-1%
CC1CCc2c(sc(NC(=O)Cn3nc(C(=O)O)c4ccccc4c3=O)c2C#N)C1 (stereo not drawn),12%,12µM*,5%,-1%,-1%,4%,27%,1%,48%,-5%
COc1ccnc(NCc2ccc(Cl)cc2)c1C#N,1%,1%,11%,8%,7%,6%,-3%,5%,60%,24%
CCOC(=O)C1CCN(C(=O)Nc2ccc3nc(-c4ccco4)c(-c4ccco4)nc3c2)CC1,0%,?,-5%,?,29%,5%,?,-4%,-9%,0%
Cc1occc1C(=O)N1CCN(c2ccccc2)CC1,0%,3%,-1%,-5%[11.5 µM],-3%,1%,-6%,6%,-8%,0%
CCOC(=O)c1cc(C)sc1/N=C/C1C(=O)CCCC1=O,1%,10%,0%,-2%,20%,3%,8%,?,-7%,3%
COCC(=O)Nc1c(C(=O)Nc2ccc3c(c2)OCO3)oc2ccccc12,3.5µM*,-6%,?,4%,2%,?,-40%,-1%,75%,3.2µM*
Cc1ccc(-n2nc(C)c3c2OC(N)=C(C#N)C3c2ccc(C)o2)cc1 (stereo not drawn),13%,?,-2%,?,-4%,?,-16%,-12%,-4%,4%
O=[N+]([O-])c1ccc(-c2nc(NCc3ccccc3)c3ccccc3n2)cc1,2%,2%,14%,0%,-1%,-1%,2%,8%,37%,0%
COc1ccc(NS(=O)(=O)CC23CCC(CC2=O)C3(C)C)cc1 (stereo not drawn),-4%,-11%,-3%,-13%,6%,-3%,22%,/,3%,-3%
Cc1ccccc1Cn1nc(C)c(NC(=O)c2cc(CC(C)C)on2)c1C,0%,0%&-9%,-8%,9%,?,4%,?,-1%,-7%,-16%
COc1ccc(CC2C(=O)OC(C)(C)OC2=O)c(Cl)c1OC,-3%,-1%,2%,-2%,8%,4%,31%,3%,-14%,-1%

# Some of the entries so far, with tabs.
SMILES	NPC1 promoter act	FLuc counter	ELG1 genotoxic	MBNL1 CUG block	VP16 counter	p53 reactivator	RORg inh	uPA generation	BRCA1 expr act	Rab9 prom act
NC(=O)c1ccc(NC(=O)Cc2ccc(S(=O)(=O)N3CCCCC3)cc2)cc1	3%	5%	14%	/	/	-5%	/	-3%	-34%	-1%
CC1CCc2c(sc(NC(=O)Cn3nc(C(=O)O)c4ccccc4c3=O)c2C#N)C1 (stereo not drawn)	12%	12µM*	5%	-1%	-1%	4%	27%	1%	48%	-5%
COc1ccnc(NCc2ccc(Cl)cc2)c1C#N	1%	1%	11%	8%	7%	6%	-3%	5%	60%	24%
CCOC(=O)C1CCN(C(=O)Nc2ccc3nc(-c4ccco4)c(-c4ccco4)nc3c2)CC1	0%	?	-5%	?	29%	5%	?	-4%	-9%	0%
Cc1occc1C(=O)N1CCN(c2ccccc2)CC1	0%	3%	-1%	-5%[11.5 µM]	-3%	1%	-6%	6%	-8%	0%
CCOC(=O)c1cc(C)sc1/N=C/C1C(=O)CCCC1=O	1%	10%	0%	-2%	20%	3%	8%	?	-7%	3%
COCC(=O)Nc1c(C(=O)Nc2ccc3c(c2)OCO3)oc2ccccc12	3.5µM*	-6%	?	4%	2%	?	-40%	-1%	75%	3.2µM*
Cc1ccc(-n2nc(C)c3c2OC(N)=C(C#N)C3c2ccc(C)o2)cc1 (stereo not drawn)	13%	?	-2%	?	-4%	?	-16%	-12%	-4%	4%

# (more compounds)
SMILES,NPC1 promoter act,FLuc counter,ELG1 genotoxic,MBNL1 CUG block,VP16 counter,p53 reactivator,RORg inh,uPA generation,BRCA1 expr act,Rab9 prom act
CCNS(=O)(=O)c1ccc(CCC(=O)Nc2cc(Cl)ccc2Oc2ccccc2)cc1,-5%,-2%,-12%,-1%,-5%,0%,42%,-12%,-68%,-4%
COc1ccc(CNS(=O)(=O)c2ccc(-c3cc(C)no3)cc2)cc1,-2%,2%,-4%,-1%,-5%,0%,-1%,-3%,-6%,-4%
COc1ccc(C(=O)CCC(C)(C)[N+](=O)[O-])cc1,2%,-2%,3%,2%,?,9%,14%,-1%,34%,5%
O=C(/C=C/c1ccco1)NCC1(c2ccccc2)CCCC1,-4%,-2%,-1%,7%,-12%,-5%,11%,3%,-32%,-4%
Cc1nc(-c2ccc(C(=O)NCCO)cc2)cs1,3%,?,?,-14%,5%[10 µM],7%,18%,-3%,63%,25%
COc1ccc2c(C)cc(SCC(=O)N3CCOCC3)nc2c1,-2%,5%,3%,7%,-2%,-2%,2%,2%,-14%,6%
CCOc1cc(NC(=O)c2cnccn2)c(OCC)cc1NC(=O)c1ccc(OC)cc1,-11%,4%,1%,4%,-12%,24%,-2%,/,/,0%
COc1ccc(CCNC(=O)COC(=O)C2CC2)cc1OC,/,/,-4%,/,/,6%,/,4%,-1%,/
Cc1ccc(N(Cc2ccco2)C(=O)c2cccc(S(=O)(=O)N(C)C)c2)cc1,-4%,5%,0%,-4%,0%,-8%,15%,-8%,-29%,-1%
S=C1NCN(Cc2ccco2)CN1CCc1ccccc1,-1%,2%,0%,/,11µM*,-1%,2.2µM*,5%,10%,-10%
NC(=O)c1ccccc1N1CCCCC1,1%,1%,-2%,/,1%,-3%,7%,3%,22%,1%
Cc1cc(C)c(NC(=O)NC2CCCCC2)c(C)c1,-2%,-2%,0%,2%,2%,-4%,-8%,1%,-20%,-2%
CCCCCCCCCCn1c2c(c(=N)c3c1CCC3)CCC2,-42%[inhibitor],3%,-11%,8%,3.2µM*,-15%,8.9µM*,-7%,-106%[inhibitor],-42%[inhibitor]
O=C(O)c1ccc2cc[nH]c2c1,6%,4%,1%,-7%,1%,6%,1%,0%,6%,-3%
COCc1c(C(=O)OC)nnn1-c1ccc(C(F)(F)F)cc1[N+](=O)[O-],-1%,5%,-1%,/,4%,28%,?,1%,-16%,0%
FC(F)(F)c1nc2ccccc2n1CCNc1nc(CN2CCCCC2)cs1,-2%,-2%,0%,-8%,0%,8%,-34%,11%,11%,0%
COC(=O)c1cc2c(ccn2-c2ccc(F)cc2)n1Cc1cccc(OC)c1,-4%,2%,-2%,1%,7%,1%,7%,6%,-33%,-1%
Cc1nn2c(=O)cc(CSCC(=O)Nc3ccccc3F)nc2s1,6%,4%,1%,-11%,-1%,1%,-11%,9%,1%,0%
c1ccc2c3c(cc(N4CCOCC4)c2c1)OC1(N2CCOCC2)CCCCC1O3 (stereo not drawn),1%,0%,-15%,14%,3%,-26%,-4%,10%,-65%,3%
Cc1ccc(S(=O)(=O)c2c[nH]c3ccc(C)cc3c2=O)cc1,1%,2%,0%,1%,-4%,2%,17%,0%,6%,7%
CCOc1ccc(/C=N/Nc2nncc(-c3ccccc3)n2)cc1OC,0%,-18%,-1%,16%,1%,-1%,11%,2%,1%,15%
O=C(Cn1nnc2ccccc2c1=O)NC1CCCc2ccccc21 (stereo not drawn),0%,2%,2%,25%,-10%,-11%,25%,18%,1%,-9%
COc1ccc(C2=NCCn3nc4cc(C(F)(F)F)ccc4c32)cc1,2%,-11%,8%,/,/,10%,/,-2%,-39%,-4%
Cc1ccc(NC(=S)NC2CCN(Cc3ccccc3)CC2)cc1,-5%,6%,-6%,/,?,4%,13µM*,0%,7%,-1%
COc1cccc(CN(C)C(=O)c2cccnc2SC)c1OC,-1%,2%,-13%,-6%,-2%,-3%,1%,-8%,-3%,-14%
COC(=O)C(CC(=O)c1cccc(OC)c1)c1ccc(F)cc1 (stereo not drawn),-4%,0%,-5%,-2%,-13%,-1%,7%,2%,4%,-8%
Cc1ccccc1N(C(=O)c1snc(C(N)=O)c1N)C(C(=O)NC1CCCCC1)c1ccc(O)cc1 (stereo not drawn),9%,3%,-20%,9%,-4%,10%,9%,4%,-69%,-4%
Cc1ccc(C(=O)NCCc2nnc3ccc(SCC(=O)Nc4ccccc4F)nn23)cc1,0%,0%,2%,-4%,-3%,-4%,20%,0%,-23%,3%
CCN(CC)c1nc(N2CCN(CCO)CC2)nc2ccccc12,2%,2%,0%,-15%,0%,/,5%,16%,0%,1%
CCOC(=O)c1[nH]c(C)c(C(=O)N(CC)CC)c1C,-4%,-1%,-1%,10%,-7%,-4%,-13%,13%,0%,-1%
COc1ccccc1-c1nn2c(C(F)(F)F)nnc2s1,10%,1%,-2%,20%,-5%,3%,-2%,2%,-18%,9%
Nc1nonc1C(=O)NCCNC(=O)c1ccc(Cl)c(Cl)c1,-3%,1%,0%,-9%,3%,-1%,-22%,0%,-10%,-1%
CCOc1ccc(NC(=S)N(Cc2ccc(N(C)C)cc2)Cc2ccco2)cc1,3%,-3%,-4%,-19%,32µM*,0%,?,-4%,-21%,4%
